# KDM4C inh – inhibitors of GASC-1 (KDM4C) histone demethylase, primary screen, biochemical, single concentration HTS; Lysine-specific demethylase 4C (Homo sapiens), Q9H3R0; GST-KDM4C 2-372, H3K9me3 peptide, LANCE TR-FRET; inhibition, % at 12.5 µM; 0.15% of 96,000 active;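 active = mean replicate inhibition above about 25%, with at least 55% of replicates also reaching it, limit read from the data, passing the limit was not always enough; inconclusive = only one of those two conditions met; inactive = neither condition met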
# Target sequence (Q9H3R0 2-372 limits assumed): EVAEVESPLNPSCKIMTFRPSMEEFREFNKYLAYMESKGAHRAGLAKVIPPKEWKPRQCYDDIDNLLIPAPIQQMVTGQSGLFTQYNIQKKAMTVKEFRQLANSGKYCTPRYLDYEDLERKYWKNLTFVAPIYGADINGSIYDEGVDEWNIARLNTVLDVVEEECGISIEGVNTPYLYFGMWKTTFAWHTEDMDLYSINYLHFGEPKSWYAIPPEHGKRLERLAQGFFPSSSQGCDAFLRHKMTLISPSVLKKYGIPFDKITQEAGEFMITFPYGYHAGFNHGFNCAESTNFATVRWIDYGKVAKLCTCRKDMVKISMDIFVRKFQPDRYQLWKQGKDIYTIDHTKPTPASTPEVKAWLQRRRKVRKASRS
#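 System – N-terminal GST-fused human GASC-1 (KDM4C) fragment, residues 2-372 · Input – enzyme final amount 10 nM · Technique – LANCE TR-FRET, Eu antibody, ULight-streptavidin, EDTA, ex 340 nm, em 618/671 nm · Medium – HEPES buffer, pH 7.5, plus ascorbate · Incubation – enzyme reaction 30 min, then detection 60 min, both room temperature · Reagent – H3K9me3 peptide with Fe(II)/2OG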
# T cruzi growth – T. cruzi intracellular proliferation inhibitors, primary screen, cell-based, beta-gal Tulahuen parasites, NIH3T3 host, luminescence; AID 624255, 2012; inhibition, % at 8.34 µM; 5.9% of 77,000 active; T. cruzi beta-gal in NIH3T3, GalScreen luminescence, 90 h;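 active = mean inhibition above about 93%, with at least 55% of replicates each passing it, limit read from the data, passing the limit was not always enough; inconclusive = only one of those two conditions holds; inactive = neither condition holds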
# Pf Dd2 inh – P. falciparum Dd2 growth inhibitors, primary screen, SYBR Green fluorescence, single dose replicates | 72 h; stronger effect = lower value | 2.3% of 94,000 active | activity change, % at 10 µM; in the data active = activity change below about -80%; inconclusive = no clear call, values can overlap the other calls
# C diff growth – C. difficile growth inhibitors, primary screen, HTS. Clostridium difficile clinical isolate growth, OD600, 24 h; stronger effect = lower value. growth activity, negative = inhibition, % at 16 µg/mL (by protocol). 0.25% of 86,000 active. AID 1259249, 2017;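 active = mean growth activity at or below -80% and every replicate also at or below -80%; inconclusive = mean at or below -80% but some replicate above -80%; inactive = mean growth activity above -80%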;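 also: 0% = DMSO wells and -100% = levofloxacin 16 µg/mL wells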
# * hit, by the source's call; ? = inconclusive; / = not tested or not shown; & = joins results of further samples.
# Results follow in this order: KDM4C inh	T cruzi growth	Pf Dd2 inh	C diff growth
> CC(C)NC(=O)Nc1ccc2c(c1)C(=O)N([C@H](C)CO)C[C@H](C)[C@H](CN(C)S(=O)(=O)c1cn(C)cn1)O2
 : -1.3	-6	14	-3
> COc1ccc2c3c([nH]c2c1)[C@@H](CO)N(C(=O)Nc1cccc(F)c1)CC31CN(S(=O)(=O)c2cccc(C)c2)C1
 : -0.4	/	-24	-4
> C[C@H](C(=O)N(C)C[C@@H]1OCc2ccccc2-c2ccccc2C(=O)N([C@@H](C)CO)C[C@H]1C)c1ccccc1
 : 1.7	-19	14	2
> CCC(=O)N1CC(=O)N2[C@@H](CO)[C@@H](c3ccc(-c4ccccc4F)cc3)[C@@H]2C1
 : -0.1	/	-58	5
> COc1ccc(CN(C)C[C@@H]2OCCCC[C@@H](C)Oc3ccc(NS(=O)(=O)c4ccc(C)cc4)cc3C(=O)N([C@H](C)CO)C[C@@H]2C)cc1
 : -0.3	/	-2	/
> C[C@@H]1CCCCO[C@H](CN(C)C)[C@H](C)CN([C@@H](C)CO)C(=O)c2cc(NC(=O)Nc3ccccc3)ccc2O1
 : -1.3	7	0	-1
> CCCC(=O)Nc1ccc2c(c1)C(=O)N(C)[C@H]1CC[C@H](CC(=O)Nc3ccc(C)cc3)O[C@@H]1CO2
 : -2.3	71	-20	-4
> COc1ccc2c3c([nH]c2c1)[C@H](CO)N(C(=O)Cc1ccccc1)CC31CN(C(=O)Cc2ccccc2)C1
 : -1.0	/	-83*	1
> COc1ccc2c3c(n(C)c2c1)[C@@H](CO)N(CC1CC1)CC31CN(C(=O)Nc2c(C)noc2C)C1
 : -0.4	/	-59	1
> CC(C)(C)[S@@](=O)N1Cc2cc(C(=O)NCCN3CCCC3)nc(-c3cccc(-c4ccc(C#N)cc4)c3)c2[C@H]1CCO
 : 5.0	33	-77	/
> CC(C)CC#Cc1ccc([C@H]2[C@H](CO)N3C(=O)CN(S(=O)(=O)c4ccccc4)C[C@@H]23)cc1
 : -1.9	/	-11	10
> O=C(Nc1ccc(F)cc1)N1C[C@@H]2[C@H](c3ccccc31)[C@@H](CO)N2C(=O)c1ccccc1
 : 0.6	-15	-3	-5
> CN1C(=O)c2cc(NS(C)(=O)=O)ccc2OC[C@@H]2O[C@@H](CC(=O)O)CC[C@@H]21
 : -6.4	10	-22	4
> CO[C@@H]1CC[C@@H]2CCOc3ccc(C#N)cc3C(=O)N(C)C[C@@H](OC)[C@@H](C)C(=O)N(C)C[C@H]1O2
 : -0.7	26	/	-4
> CCCC#Cc1ccc2c(c1)O[C@H](CN(C)C(=O)COC)[C@@H](C)CN([C@@H](C)CO)S2(=O)=O
 : 0.1	3	-21	-3
> C[C@H](CO)N1C[C@H](C)[C@@H](CN(C)C(=O)C2CCCCC2)Oc2ncc(C3=CCCC3)cc2C1=O
 : 2.5	32	-31	-4
> C[C@@H]1CN([C@H](C)CO)C(=O)c2cc(NC(=O)CCN3CCOCC3)ccc2O[C@H]1CN(C)Cc1ccc(Oc2ccccc2)cc1
 : 0.8	-88	-10	-7
> C[C@H](CO)N1C[C@H](C)[C@@H](CN(C)C(=O)Nc2ccc(F)cc2)OCCCC[C@H](C)Oc2ccc(NC(=O)Nc3ccc4c(c3)OCO4)cc2C1=O
 : -0.7	17	20	2
> C[C@H]1CN([C@@H](C)CO)C(=O)c2c(c3ccccc3n2C)-c2ccccc2CO[C@@H]1CN(C)S(=O)(=O)c1ccccc1C#N
 : /	89	-77	3
> CO[C@@H]1CN(C)C(=O)c2cc(NS(=O)(=O)c3ccc(Cl)cc3)ccc2OC[C@@H](C)NC[C@@H]1C
 : -1.0	-15	-8	/
> C[C@@H]1CN([C@H](C)CO)C(=O)Cc2cc(NC(=O)c3ccncc3)ccc2O[C@H]1CN(C)S(=O)(=O)c1ccc(Cl)cc1
 : 0.2	13	6	-3
> COCCNC(=O)C[C@@H]1C[C@H]2c3cc(NC(=O)Nc4ccccc4)ccc3O[C@H]2[C@H](CO)O1
 : -1.2	46	-18	-2
> COCC(=O)N1[C@H](CO)[C@H](c2ccccc2)C12CN(C(=O)c1ccc(F)cc1)C2
 : -3.3	/	47	-1
> COc1ccc(NC(=O)N(C)C[C@@H]2OCCCC[C@H](C)Oc3ccc(NC(=O)c4ccncc4)cc3C(=O)N([C@H](C)CO)C[C@@H]2C)cc1
 : 1.3	47	-31	1
> CCCC(=O)Nc1ccc2c(c1)OC[C@H](C)NC[C@H](C)[C@@H](OC)CN(C)C2=O
 : 2.6	/	13	-4
> C[C@@H]1CN([C@@H](C)CO)C(=O)c2cc(C#Cc3ccccn3)cnc2O[C@@H]1CN(C)CC1CCOCC1
 : 1.2	67	25	2
> C[C@H]1CN([C@@H](C)CO)S(=O)(=O)c2ccc(-c3cccnc3)cc2O[C@H]1CN(C)C(=O)c1ccc2c(c1)OCO2
 : -0.8	-27	-60	1
> C[C@H]1CN([C@@H](C)CO)C(=O)c2cc(NC(=O)Nc3cccc4ccccc34)ccc2O[C@H]1CN(C)C(=O)NC1CCCCC1
 : 0.4	-1	4	-6
> CNC[C@@H]1OCCCC[C@H](C)Oc2ccc(NC(=O)NC3CCCCC3)cc2C(=O)N([C@H](C)CO)C[C@@H]1C
 : 1.3	6	10	-3
> Cc1noc(C)c1NC(=O)N(C)C[C@H]1OCCCC[C@H](C)Oc2ccc(NC(=O)c3ccncc3)cc2C(=O)N([C@H](C)CO)C[C@@H]1C
 : -5.6	79	28	1

# Some of the entries so far, with bars between the fields.
mol | KDM4C inh | T cruzi growth | Pf Dd2 inh | C diff growth
C[C@H]1CN([C@@H](C)CO)C(=O)c2cc(NC(=O)Nc3cccc4ccccc34)ccc2O[C@H]1CN(C)C(=O)NC1CCCCC1 | 0.4 | -1 | 4 | -6
CNC[C@@H]1OCCCC[C@H](C)Oc2ccc(NC(=O)NC3CCCCC3)cc2C(=O)N([C@H](C)CO)C[C@@H]1C | 1.3 | 6 | 10 | -3

# Next part:
# Results follow in this order: KDM4C inh	T cruzi growth	Pf Dd2 inh	C diff growth
> COc1ccc(S(=O)(=O)Nc2ccc3c(c2)CC(=O)N([C@H](C)CO)C[C@@H](C)[C@@H](CN(C)S(=O)(=O)c2ccccc2)O3)cc1
 : 0.5	73	-20	18
> CC(=O)N1[C@@H]2Cn3c(ccc(-c4ccccc4)c3=O)[C@H]1[C@@H](C(=O)N1CCCCC1)[C@@H]2CO
 : -0.6	14	4	-4
> CN(C)CC(=O)Nc1ccc2c(c1)[C@H]1C[C@H](CC(=O)NCc3ccccc3F)O[C@@H](CO)[C@H]1O2
 : -0.5	11	10	-1
> CO[C@H]1CN(C)C(=O)c2cc(NC(=O)NC(C)C)ccc2OC[C@H](C)N(C(=O)C2CCC2)C[C@@H]1C
 : -0.7	-24	-38	/
> C[C@@H]1CCCCO[C@H](CN(C)C)[C@@H](C)CN([C@H](C)CO)C(=O)c2cc(NC(=O)Nc3ccc(F)cc3)ccc2O1
 : 0.8	15	/	2
> C[C@@H]1CCCCO[C@@H](CN(C)Cc2ccc(Cl)c(Cl)c2)[C@H](C)CN([C@@H](C)CO)C(=O)c2cc(NC(=O)Nc3ccc(F)cc3)ccc2O1
 : 1.2	104*	-53	/
> C[C@H]1CN([C@@H](C)CO)C(=O)CCCn2cc(nn2)CO[C@@H]1CN(C)C(=O)C1CCCCC1
 : -2.2	-7&0	11&-11	0
> C[C@H](NC(=O)[C@@H]1N[C@@H]2c3ccc(C4=CCCCC4)c(=O)n3C[C@@H]2[C@H]1CO)c1ccccc1
 : -0.9	69	-4	-4
> CS(=O)(=O)Nc1ccc2c(c1)[C@H]1C[C@H](CC(=O)NCc3cccnc3)O[C@H](CO)[C@H]1O2
 : 2.2	/	20	-4
> CO[C@H]1CN(C)C(=O)c2ccc(NC(=O)Nc3ccc(F)cc3)cc2OC[C@@H](C)NC[C@H]1C
 : 0.2	-35	/	0
> O=C(C[C@@H]1C[C@H]2c3cc(NC(=O)CC4CC4)ccc3O[C@H]2[C@H](CO)O1)NCc1ccccn1
 : -1.6	23	7	-1
> CC(C)C#Cc1ccc([C@H]2[C@@H](CO)N3C(=O)CN(C(=O)Cc4ccccc4)C[C@@H]23)cc1
 : 1.5	/	-28	-1
> C[C@H]1CN([C@@H](C)CO)C(=O)c2cc(NC(=O)Cc3cn(C)c4ccccc34)ccc2O[C@H]1CN(C)C(=O)Nc1ccc2c(c1)OCO2
 : 0.5	-146	-10	6
> Cc1ccc(S(=O)(=O)Nc2ccc3c(c2)C(=O)N([C@@H](C)CO)C[C@@H](C)[C@@H](CN(C)C(=O)c2ccncc2)OCCCC[C@H](C)O3)cc1
 : 1.9	-1	-6	-3
> O=C(C[C@@H]1CC[C@@H]2[C@H](COC[C@H](O)CN2C(=O)c2cccnc2)O1)NC1Cc2ccccc2C1
 : -2.4	-26	16	0&-5
> CN(C)C(=O)C[C@@H]1C=C[C@@H](NC(=O)NC2CCCC2)[C@@H](CO)O1
 : -1.1	/	-5	-1
> O=C(C1CCOCC1)N1CC[C@@H]2[C@H]1c1cc(-c3cccc(F)c3)ccc1N[C@@H]2CO
 : -1.2	49	5	-17
> CN1C(=O)c2cc(NC(=O)Cc3cccs3)ccc2OC[C@H]2O[C@@H](CC(=O)NCCc3ccncc3)CC[C@H]21
 : 1.7	-132	/	-4
> C[C@H](NC(=O)C[C@H]1C[C@H]2c3cc(NS(C)(=O)=O)ccc3O[C@H]2[C@@H](CO)O1)c1ccccc1
 : -2.5	/	12	1
> CC(C)[C@H](C)NC(=O)N(C)C[C@H]1OCc2ccccc2-c2c(n(C)c3ccccc23)C(=O)N([C@H](C)CO)C[C@H]1C
 : 0.5	-29	-41	/

# Some of the entries so far, with bars between the fields:
mol | KDM4C inh | T cruzi growth | Pf Dd2 inh | C diff growth
CC(C)C#Cc1ccc([C@H]2[C@@H](CO)N3C(=O)CN(C(=O)Cc4ccccc4)C[C@@H]23)cc1 | 1.5 | / | -28 | -1
CC(C)[C@H](C)NC(=O)N(C)C[C@H]1OCc2ccccc2-c2c(n(C)c3ccccc23)C(=O)N([C@H](C)CO)C[C@H]1C | 0.5 | -29 | -41 | /
O=C(C1CCOCC1)N1CC[C@@H]2[C@H]1c1cc(-c3cccc(F)c3)ccc1N[C@@H]2CO | -1.2 | 49 | 5 | -17
CN1C(=O)c2cc(NC(=O)Cc3cccs3)ccc2OC[C@H]2O[C@@H](CC(=O)NCCc3ccncc3)CC[C@H]21 | 1.7 | -132 | / | -4
O=C(C[C@@H]1C[C@H]2c3cc(NC(=O)CC4CC4)ccc3O[C@H]2[C@H](CO)O1)NCc1ccccn1 | -1.6 | 23 | 7 | -1
CN(C)C(=O)C[C@@H]1C=C[C@@H](NC(=O)NC2CCCC2)[C@@H](CO)O1 | -1.1 | / | -5 | -1

# The listing continues.
# Results follow in this order: KDM4C inh	T cruzi growth	Pf Dd2 inh	C diff growth
> Cc1noc(C)c1NC(=O)N(C)C[C@H]1Oc2ccc(NC(=O)C3CC3)cc2CC(=O)N([C@H](C)CO)C[C@H]1C
 : -2.6	7	-33	-1
> COc1ccc(-c2cn(CC[C@@H]3CC[C@H](NS(=O)(=O)c4ccccc4C)[C@H](CO)O3)nn2)cc1
 : -2.3	72	-19	-6
> COc1ccc(S(=O)(=O)Nc2ccc3c(c2)CC(=O)N([C@@H](C)CO)C[C@H](C)[C@@H](CN(C)Cc2ccc(Oc4ccccc4)cc2)O3)cc1
 : -4.0	68	-50	22
> CCC(=O)N1C[C@H](C)[C@H](OC)CN(C)C(=O)c2cc(NS(=O)(=O)CC)ccc2OC[C@@H]1C
 : -0.2	-11	-9	/
> C[C@@H]1CN([C@@H](C)CO)C(=O)c2c(c3ccccc3n2C)-c2ccccc2CO[C@@H]1CN(C)Cc1ccc(-c2ccccc2)cc1
 : 8.9	/	-79	5
> CCCC(=O)Nc1ccc2c(c1)OC[C@H](C)N(CCC)C[C@@H](C)[C@H](OC)CN(C)C2=O
 : -0.2	-1	-61	1
> CCCC#Cc1ccc([C@H]2[C@@H](CO)N3CCCCN(C(=O)c4ccc5c(c4)OCO5)C[C@H]23)cc1
 : -0.4	117*	-39	5
> C[C@H]1CN([C@@H](C)CO)C(=O)CCCn2cc(nn2)CO[C@H]1CN(C)C(=O)c1ccccc1
 : 0.3	?	1	7
> CC(=O)N1CCCCN2[C@H](C1)[C@H](c1ccc(-c3ccncc3)cc1)[C@@H]2CO
 : 0.2	57	-8	-9
> O=C(NC1CCCC1)N1CCCCN2[C@H](CO)[C@H](c3ccc(-c4ccccc4)cc3)[C@@H]2C1
 : 1.5	113*	16	-14
> CC(C)NC(=O)N(C)C[C@@H]1OCc2cnnn2CCCC(=O)N([C@@H](C)CO)C[C@@H]1C
 : 0.3	-33	-5	/
> COc1ccc(S(=O)(=O)N(C)C[C@H]2OCCCC[C@H](C)Oc3ccc(NC(=O)NC4CCCCC4)cc3C(=O)N([C@H](C)CO)C[C@H]2C)cc1
 : -2.1	95	-86*	6
